Compound activity (PubChem)
p53 reactivation = qHTS assay for re-activators of p53 using a Luc reporter | H1299 p53-A138V BP100-luciferase reporter, luminescence, 24 h | Potency, µM (top dose mostly 92.2 µM), inactives show at the highest dose activity change, positive = activation, usual class: activators | 320,000 tested, 0.063% active; note: % of control where 0% means no effect; nearly all actives have a fitted effect of over 45% in size
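p53-null H1299 cells stably carrying temperature-sensitive p53-A138V and a BP100-luciferase reporter were pinned with compounds (4-point, 1:5 series) and held 24 hrs at 37 deg C. Luminescence was read 10 min after detection reagent.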
NPC1 promoter act = qHTS Assay for NPC1 Promoter Activators; 320,000 tested, 2.4% active; Huh7 NPC1 promoter luciferase reporter, 24 h; Potency, µM (series often up to 9.22 µM), inactives show top-dose activation, most hits filed as activators; AID 485313, 2010;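 note: % of control where 0% means no effect; nearly all actives have a fitted effect of over 60% in size; reporter is driven by a mutant NPC1 promoter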
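Luminescence from an NPC1 promoter-driven luciferase reporter in stably transfected Huh7 cells was measured after 24 h compound treatment at 37 °C, followed by 10 min ambient incubation with luciferase detection reagent.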
MBNL1 CUG block = qHTS Assay for Inhibitors of MBNL1-poly(CUG) RNA binding; 280,000 tested, 0.036% active; Muscleblind-like protein 1 (Homo sapiens), Q9NR56; Potency, µM (titrated, usually from 57.5 µM), for inactives: at the top dose activity change, negative = inhibition, actives largely listed as inhibitors; TR-FRET MBNL1-His/biotin-(CUG)12 binding, 665/545 ratio; active = well fitted inhibition curve with a large enough effect in the signal ratio, with a control signal flat, not every such curve was filed as active; inconclusive = small, poorly fitted or top-dose-only effect, or effect the other way, or a change in a side signal; inactive = no such curve, though single readings can be large or run the other way; the % refers to the signal ratio; note: % is set by controls: 0 for no effect and ±100 for the full control effect
Target sequence (Q9NR56 whole entry, looked up): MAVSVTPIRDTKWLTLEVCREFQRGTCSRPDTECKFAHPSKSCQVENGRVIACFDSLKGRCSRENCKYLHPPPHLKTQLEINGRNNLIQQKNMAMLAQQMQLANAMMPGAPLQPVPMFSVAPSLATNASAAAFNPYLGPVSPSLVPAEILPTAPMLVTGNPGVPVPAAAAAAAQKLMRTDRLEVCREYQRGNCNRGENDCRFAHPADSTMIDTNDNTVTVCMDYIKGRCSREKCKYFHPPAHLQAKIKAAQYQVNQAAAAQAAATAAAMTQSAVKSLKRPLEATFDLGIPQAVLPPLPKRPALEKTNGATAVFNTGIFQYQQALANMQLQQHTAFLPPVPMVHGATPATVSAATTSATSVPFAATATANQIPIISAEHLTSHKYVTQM
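MBNL1-His + Biotin-(CUG)12, cpd titration 92 nM–58 uM; Tb anti-His Ab 0.055 ng/ul, SA-XL665 5 nM (final); 60 min RT; ratiometric 665/545 nm, Ex 340 nm; normalized to buffer and full-complex controls.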
BRCA1 expr act = qHTS Assay to Identify Small Molecule Activators of BRCA1 Expression | MCF7-BRCA1-FFLuc reporter, luminescence, 48 h; response scale: scaled: vehicle 0%, 10 µM genistein 100% | AID 624202, 2012 | 380,000 tested, 1.1% active | Potency, µM (series often up to 46.1 µM), for inactives: top-dose activation, hits mostly activators; note: nearly all actives have a fitted effect of over 80% in size; some results filed as inactive show a strong effect at the top dose
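Luminescence from a BRCA1-driven firefly luciferase in MCF7 cells was the read-out, taken 15 min after substrate addition following 48 h compound exposure at 37 °C. Data were normalized to a 10 microM genistein control and DMSO vehicle.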
uPA generation = qHTS for Inhibitors of Cell Surface uPA Generation; cell surface uPA generation assay, qHTS; Potency, µM (top dose mostly 38.3 µM), without a hit: top-dose activity change, negative = inhibition, most hits filed as inhibitors; 330,000 tested, 0.31% active; AID 540303, 2011; active = well fitted inhibition curve with a large enough effect; inconclusive = small, poorly fitted or top-dose-only effect; inactive = no such curve, though single readings can be large or run the other way; tested in mouse RAW 264.7 cells; note: % is set by controls: 0 for no effect and ±100 for the full control effect; nearly all actives have a fitted effect of over 55% in size
ELG1 genotoxic = qHTS screen for small molecules that induce genotoxicity in human embryonic kidney (HEK293T) cells expressing luciferase-tagged ELG1; 330,000 tested, 1.3% active; AID 504466, 2011; HEK293T ELG1-luciferase reporter, luminescence, 16 h; Potency, µM (series often up to 46 µM), for inactives: top-dose activity change, positive = activation, actives largely listed as activators; note: % of control where 0% means no effect; nearly all actives have a fitted effect of over 60% in size
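Step 1: seed 2,000 HEK293T ELG1-luciferase cells per well. Step 2: add compound or DMSO, incubate 16 hr at 37 °C. Step 3: ONE-Glo, 30 min at room temperature, read luminescence.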
RORg inh = qHTS for inhibitors of ROR gamma transcriptional activity. 310,000 tested, 5.4% active. Drosophila S2 Gal4-RORgamma UAS-luciferase reporter, 20 h. AID 2551, 2010. Potency, µM (highest dose often 53.6 µM), inactives show at the highest dose activity change, negative = inhibition, usual class: inhibitors; note: % is set by controls: 0 for no effect and ±100 for the full control effect; nearly all actives have a fitted effect of over 60% in size
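A Gal4/UAS one-hybrid system in insect cells: metallothionein-promoter Gal4–ROR gamma fusion plus Photinus luciferase reporter. Copper sulfate 700 uM final, 20 hr ambient incubation, luminescent detection after 10 min with reagent.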
Gal4-VP16 FLuc = VP16 counterscreen qHTS for inhibitors of ROR gamma transcriptional activity; Drosophila S2 Gal4-VP16 UAS-luciferase, luminescence, 20 h; Potency, µM (doses to about 53.6 µM), for inactives: at the top dose activity, negative = inhibition, most hits filed as inhibitors; 310,000 tested, 3.5% active; AID 2546, 2010;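 note: Gal4-VP16 expression switched on by copper sulfate through the metallothionein promoter; % is set by controls: 0 for no effect and ±100 for the full control effect; nearly all actives have a fitted effect of over 50% in size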
FLuc modulator = qHTS profiling assay for firefly luciferase inhibitor/activator using purifed enzyme and Km concentrations of substrates (counterscreen for miR-21 project); purified FLuc, Km substrates, luminescence inhibition; Potency, µM (doses to about 57.5 µM), for inactives: at the highest dose activity change, negative = inhibition, most hits filed as inhibitors; 360,000 tested, 6.9% active; AID 588342, 2011;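 note: plate controls were vehicle for no effect and reference inhibitor for full effect; nearly all actives have a fitted effect of over 55% in size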
Target sequence (P08659 whole entry, looked up): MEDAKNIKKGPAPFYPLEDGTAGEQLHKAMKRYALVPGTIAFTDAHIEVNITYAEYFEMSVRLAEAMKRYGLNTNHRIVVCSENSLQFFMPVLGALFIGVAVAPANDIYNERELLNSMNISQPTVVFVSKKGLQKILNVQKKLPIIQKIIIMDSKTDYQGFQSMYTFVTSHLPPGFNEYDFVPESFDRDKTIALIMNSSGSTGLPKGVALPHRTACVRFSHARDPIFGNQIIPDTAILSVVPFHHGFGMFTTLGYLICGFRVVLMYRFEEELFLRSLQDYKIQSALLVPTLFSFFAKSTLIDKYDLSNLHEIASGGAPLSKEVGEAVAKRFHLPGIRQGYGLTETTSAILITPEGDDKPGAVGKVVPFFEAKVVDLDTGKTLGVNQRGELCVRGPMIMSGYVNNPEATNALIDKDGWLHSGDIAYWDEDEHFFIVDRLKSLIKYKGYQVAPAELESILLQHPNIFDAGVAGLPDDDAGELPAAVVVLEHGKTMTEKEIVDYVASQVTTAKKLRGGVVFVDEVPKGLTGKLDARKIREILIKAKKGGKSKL
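Biochemical qHTS of compounds, final roughly 60 µM downward over six points, against 10 nM purified firefly luciferase using Km concentrations of substrates (10 uM D-luciferin, 10 uM ATP) in Tris acetate pH 7.5 buffer; luminescence output.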
Rab9 promoter act = qHTS Assay for Rab9 Promoter Activators. Huh7 Rab9 promoter-luciferase reporter, luminescence, 24 h. Potency, µM (series often up to 9.22 µM), for inactives: at the highest dose activation, negative = inhibition, most hits filed as activators. 320,000 tested, 2.8% active. AID 485297, 2010; note: % of control where 0% means no effect; nearly all actives have a fitted effect of over 60% in size
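Using Huh7 cells stably transfected with Rab9 promoter–luciferase, compounds were incubated 24 h at 37 °C, 5% CO2; luciferase luminescence was read 10 min after reagent addition.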
The depositor's hits bear a star; ? = inconclusive; / = not tested or not shown; [ ] = dose if it differs, or a comment. Unless noted, calls come from the whole dose curve; as a rule, active = well fitted curve in the direction sought with a large enough effect; inconclusive = small, poorly fitted or top-dose-only effect, or another doubt; inactive = no such curve, though single readings can be large; an effect the other way counts as inactive or inconclusive. Potency is the fitted concentration of half-maximal effect.

SMILES | p53 reactivation | NPC1 promoter act | MBNL1 CUG block | BRCA1 expr act | uPA generation | ELG1 genotoxic | RORg inh | Gal4-VP16 FLuc | FLuc modulator | Rab9 promoter act
O=C(CNC(=O)c1ccc(Br)cc1)OCc1cc([N+](=O)[O-])cc2c1OCOC2 | 0.3% | -6.3% | 16.3% | -17.5% | -4.5% | -0.1% | 14.1% | 4.1% | 2.3% | -5.6%
COc1cccc(/C=N/NC(=O)C(=O)N2CCCCCC2)c1O | 8.3% | -6.9% | 14.1% | -22.7% | -10.8% | ? | 7.94µM* | 10µM* | -11.5% | 1.1%
Cc1sc(NC(=O)CSc2nnnn2C(C)C)c(C#N)c1C | -1.6% | 0.8% | -16.3% | -3.7% | -2.1% | -2.8% | -14.5% | -4.4% | 5.1% | -10.0%
CCc1ccc(NC(=O)[C@H](NC(=O)[C@@H]2Cc3ccccc3CN2)c2ccccc2)cc1 | 23.9% | 6.0% | -4.1% | 15.7% | -20.9% | 8.6% | 1.5% | -1.2% | ? | 3.9%
O=C(NCCC1=CCCCC1)C1CCN(S(=O)(=O)c2cccc3nonc23)CC1 | 2.2% | -0.7% | 14.8% | -11.4% | 3.3% | -1.0% | 4.6% | -3.6% | 1.6% | 1.7%
Cc1cc(NC(=O)CSc2nnnn2-c2cc(Cl)ccc2C)no1 | -3.9% | -7.9% | -4.3% | -1.2% | 0.4% | -0.6% | -13.7% | 7.8% | 0.8% | 4.5%
O=C(CSc1ccc(F)cc1)Nc1ccccc1Br | 22.8% | 13.7% | / | -2.8% | -0.3% | 11.2% | 24.1% | 4.1% | ? | 15.1%
Cc1ccccc1NC(=O)Cc1nnc(SCC(=O)NC2CCCC2)n1C | -1.5% | -5.3% | -2.0% | 0.7% | 4.3% | -3.0% | 9.5% | 8.1% | 0.8% | -0.4%
O=C(c1cccs1)N1CCC(c2nc(-c3ccc(S(=O)(=O)N4CCOCC4)cc3)no2)CC1 | -1.3% | -0.5% | 8.5% | -52.5% | / | -5.9% | -2.6%[10 µM] | -27.3% | -0.8% | 5.0%
COc1ccc(CNC(=O)CN(CC2CCCO2)C(=O)CNS(=O)(=O)c2ccc(F)cc2)cc1 (stereo unspecified) | 0.7% | 6.8% | 1.8% | -21.3% | 1.4% | 3.1% | 6.9% | -4.4% | 3.0% | -0.2%
Cc1ccc(NC(=O)N2CCN(c3ncccc3C(F)(F)F)CC2)cc1 | -0.2% | 0.5% | -8.9% | 47.6% | -7.5% | 0.8% | ? | -3.5% | -19.9% | 0.8%
CC(C)c1onc(C(=O)N2CCN(Cc3ccccc3)CC2)c1[N+](=O)[O-] | 10.2% | 0.3% | -22.5% | -2.7% | -16.8% | -1.2% | 39.9% | -6.7% | 3.4% | -1.2%
COc1cc2c(c(OC)c1OC)CCc1cnoc1-2 | -8.5% | 2.5% | 5.7% | 18.4% | 6.8% | -7.1% | 0.5% | 5.4% | -3.3% | 3.7%
Cc1ccc(-c2csc(NC(=O)CSc3nc4ccccc4[nH]3)n2)cc1 | ? | 7.0% | 1.9% | -5.5% | 8.7% | -1.8% | -8.0% | ? | -0.2% | -1.2%
CCOCCCNC(=O)C(NC(=O)Cc1cccs1)c1ccc(OC)cc1 (stereo unspecified) | 2.4% | -1.6% | -0.6% | -7.7% | 6.6% | -0.3% | 11.2% | 3.1% | -0.5% | -2.5%
CN(C)S(=O)(=O)c1cccc(C(=O)c2nccn2C)c1 | 0.6% | -3.9% | -19.0% | -5.5% | 1.8% | 3.3% | 5.1% | -3.3% | -1.8% | 10.8%
Cn1c(SCC(=O)N2CCCC2)nnc1-c1cccs1 | 13.9% | 7.7% | -4.9% | 12.3% | 0.8% | 6.1% | -15.9% | -10.6% | 0.3% | 15.4%
COc1cc(NC(=O)CCN2C(=O)NC3(CCCC3)C2=O)c(OC)cc1Cl | 2.4% | -0.1% | / | -5.8% | -2.7% | -0.1% | / | / | 0.1% | -1.4%
Cc1ccc(S(=O)(=O)N2CCN(C(=O)CCc3c[nH]c4ccccc34)CC2)cc1 | 1.2% | 1.1% | / | -7.4% | 6.5% | 1.8% | / | / | 3.8% | 8.5%
CCC(CC)NC(=O)Nc1ccc(F)cc1F | -0.7% | 2.4% | 0.7% | 1.6% | -0.8% | -3.4% | 7.5% | 14.2% | 2.3% | -10.7%
CCCCN(C(=O)c1cccc(S(=O)(=O)N2CCCC2)c1)c1c(N)n(CCC)c(=O)[nH]c1=O | 24.4% | -4.5% | / | 47.1% | 16.6% | -0.2% | / | / | / | 2.6%
COc1ccc(NC(=O)COC(=O)[C@@H]2CCCN2S(=O)(=O)c2ccccc2F)c(OC)c1 | -2.3% | -6.9% | -0.4% | 2.6% | -4.8% | 2.6% | 22.3% | 1.8% | 4.4% | -5.1%
O=c1[nH]c(=O)n(Cc2ccccc2)c2nc(-c3cccs3)n(CCO)c12 | -2.8% | -5.2% | 34.2%[activator] | -2.0% | 2.3% | 0.5% | 7.9% | 9.8% | 0.1% | -3.1%
CN(c1ccccc1)S(=O)(=O)c1cccc(NC(=O)Cc2c(F)cccc2Cl)c1 | 3.1% | 0.0% | ? | -51.1% | -10.1% | -1.7% | 1.9% | -10.5% | -5.9% | -2.4%
Cc1ccnc(NC(=O)c2cccc(S(=O)(=O)N3CCN(c4ccc(F)cc4)CC3)c2)c1 | 9.8% | -3.1% | / | -33.0% | -4.0% | ? | / | / | -3.4% | -8.2%
C/C(=N\NC(=O)CC1N=C(Cc2ccccc2)NNC1=O)c1ccncc1 (stereo unspecified) | 1.1% | -5.9% | 1.6% | 0.8% | -5.2% | 5.2% | 2.3% | -1.9% | 3.7% | -2.2%
CNC(=O)C1CCN(S(=O)(=O)c2c(C)noc2/C=C/c2ccccc2F)CC1 | / | -4.7% | 11.9% | -35.8% | -5.2% | 5.7% | -25.2% | -0.4% | -0.3% | -8.7%
O=C(NC1CC1)C1=C[C@@H](c2ccccc2)C[C@@H](OCCCCO)O1 | -1.3% | -1.6% | -1.9% | 19.7% | -8.0% | 1.3% | -17.7% | -5.7% | 1.6% | 5.7%
O=C(CSc1nnc(-c2cccs2)n1C1CC1)NC1CCS(=O)(=O)C1 (stereo unspecified) | 11.2% | -3.3% | / | -15.5% | -2.9% | -0.8% | / | / | 1.9% | -2.1%
Cc1nc2ccccc2c(=O)n1CCCN1CCOCC1 | -1.9% | 0.2% | 5.9% | -0.6% | 6.1% | 0.6% | 2.0% | -6.5% | -2.7% | 3.3%
CCCn1c(SCc2nc3ccccc3s2)n[nH]c1=O | 2.1% | 19.9% | -0.4% | 39.0% | -4.0% | 18.3µM* | -16.5% | 11.7% | 5.36µM* | 3.55µM*
CCCCCCNC1=NCCS1 | -0.2% | 1.9% | -3.0% | -5.5% | 9.8% | -3.1% | -16.5% | -9.9% | -0.4% | 2.8%
O=C(Nc1cccc(-c2cn3c(n2)SCC3)c1)c1ccc2ccccc2n1 | 18.0% | 0.282µM* | 11.6% | -20.7% | 9.3% | ? | ? | -15.6% | 3.01µM* | 0.398µM*
C[C@H](NC(=O)Nc1ccc2c(c1)OCCO2)C(=O)O | 1.6% | 4.7% | -0.3% | 3.2% | / | -0.7% | -6.5% | -9.4% | 3.6% | 0.9%
CSc1ccc(/C=N/Nc2nc(C)cc(C)n2)cc1 | 2.1% | 6.1% | ? | 48.2% | 3.5% | -1.0% | 11.2µM* | ? | -18.7% | 16.7%
COc1ccc(C(=O)OCC(=O)Nc2ccc(Cl)c(C(F)(F)F)c2)c(OC)c1OC | -14.6% | -0.4% | -3.0% | 40.6% | 5.7% | -3.9% | 39.9% | ? | 2.5% | -8.7%
Cc1cc(O)ccc1Nc1nc(-c2cccnc2)cs1 | ? | ? | ? | ? | -6.0% | 6.9% | ? | -7.3% | 6.01µM* | -0.1%
CC(=O)Nc1nc(COc2ccccc2)cs1 | ? | 3.16µM* | -1.6% | 10µM* | / | 10.3µM* | 1.8% | -11.8% | ? | ?
CCOc1ccc(-c2nn(-c3ccccc3)cc2/C=C2\SC(N)=NC2=O)cc1C | 4.6% | -1.6% | -2.7% | -1.4% | 8.6% | 1.5% | 17.7% | 0.8% | -1.7% | -3.3%
CCOP(=O)(OCC)C(Nc1cccc(C(F)(F)F)c1)c1ccc(F)cc1 (stereo unspecified) | 3.6% | -1.1% | -10.3% | -16.5% | -6.7% | -4.2% | 32.1% | -15.5% | -1.8% | -8.1%
CNC(=O)C12N=CNN=C1N(C)C(=O)N2C (stereo unspecified) | 3.7% | 0.7% | -9.2% | 1.4% | 3.8% | 9.8% | -2.2% | -3.2% | -0.6% | 0.5%
